PRMT1 FP inh: inhibitors of human PRMT1; 370,000 compounds, 1.3% hits; Q99873; AID 652257; inhibition, % at 2.79 µM; recombinant PRMT1, activity-based probe fluorescence polarization;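 active = inhibition above about 21% made by adding two undisclosed values, limit read from the data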
mABHD4 FP: ABHD4 (mouse) inhibition, primary FP screen | Q8VD66 | purified mABHD4, FP-Rh probe fluorescence polarization | inhibition, % at 8.92 µM | 370,000 compounds, 0.54% hits | AID 720543;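 active = inhibition exceeding the mean over every tested compound plus 3 SD, cut at about 30% in these data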;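 note: 0% = plate median of compound wells and 100% = S159A mutant with DMSO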
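Test system: mABHD4 protein | Buffer or medium: HEPES pH 7.0 buffer, 150 mM NaCl, 0.01% Pluronic F-127 | Probe or stimulus: FP-Rh fluorescent activity-based probe, added after compound pre-incubation | Timing: Pre-incubation 45 min, probe exposure 60 min, at 25 °C | Technique: Fluorescence polarization, excitation 525 nm, emission 598 nm, BODIPY TMR filters | Repeats: Single well per compound (singlicate)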
rCAG RNA binder: r(CAG) repeat RNA binding | TO-PRO-1 dye displacement fluorescence | inhibition, % at 3 µM | 370,000 compounds, 1.3% hits | AID 651821;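 active = inhibition above the plate cutoff, the mean of all test compounds on that plate plus 3 SD, cut at about 35% in these data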;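 note: 0% = DMSO alone and 100% = 100 µM mitoxantrone as full dye displacement; higher means more dye released from RNA so lower well fluorescence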
NR1D1 modulator: modulators of human Rev-erb alpha DNA binding; 370,000 compounds, 0.79% hits; P20393; Rev-erbα–FITC-DNA binding, fluorescence polarization, 90 min; activity, % at 10 µM;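 active = activity above about 14%, limit read from the data; passing the limit was not always enough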;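 note: 0% = DMSO wells with 35 nM protein and 100% = DMSO wells with 750 nM protein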
Target sequence (P20393 whole entry, looked up): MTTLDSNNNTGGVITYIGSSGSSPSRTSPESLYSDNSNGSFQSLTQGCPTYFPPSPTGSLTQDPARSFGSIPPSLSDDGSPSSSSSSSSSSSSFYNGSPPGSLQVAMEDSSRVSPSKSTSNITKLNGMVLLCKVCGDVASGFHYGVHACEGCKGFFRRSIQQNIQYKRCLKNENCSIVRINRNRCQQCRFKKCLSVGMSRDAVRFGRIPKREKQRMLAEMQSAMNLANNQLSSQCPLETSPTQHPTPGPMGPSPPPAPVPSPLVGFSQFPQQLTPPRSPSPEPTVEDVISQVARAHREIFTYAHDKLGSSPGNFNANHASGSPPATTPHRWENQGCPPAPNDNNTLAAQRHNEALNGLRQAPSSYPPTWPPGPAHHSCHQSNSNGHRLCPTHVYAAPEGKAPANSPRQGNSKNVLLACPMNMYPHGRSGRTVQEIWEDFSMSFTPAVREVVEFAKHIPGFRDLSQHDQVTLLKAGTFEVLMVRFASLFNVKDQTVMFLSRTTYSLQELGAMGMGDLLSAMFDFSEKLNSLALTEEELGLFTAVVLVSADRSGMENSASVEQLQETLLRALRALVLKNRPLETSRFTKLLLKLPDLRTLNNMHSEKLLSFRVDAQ
TCR-CD3 inh: blocks the human TCR-CD3 interaction; 360,000 compounds, 0.37% hits; inhibition, % at 9.4 µM; TAMRA-labeled TCR probe fluorescence, biochemical; in the data active = inhibition above about 19%;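 note: recombinant mutant TCR 2C K166C tagged with TAMRA read by polarization; 0% = receptor in buffer alone and 100% = receptor with positive control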
SIAE primary: human SIAE inhibition, primary screen | Q9HAT2 | SIAE FP-Rh probe binding, fluorescence polarization | inhibition, % at 9.66 µM | 370,000 compounds, 0.69% hits | AID 1053197;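 active = inhibition above a cutoff: mean of compounds within the control limits plus 3 SD of those, cut at about 17% in these data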;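 note: 0% = plate median of compound wells and 100% = probe without SIAE protein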
LEDGF integ inh: blocks HIV-1 LEDGF/p75-dependent DNA integration. TR-FRET IN-LEDGF/p75 DNA integration, Eu/Cy5. inhibition, % at 3.7 µM. 370,000 compounds, 0.64% hits;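 active = inhibition above the screen-wide mean plus 3 SD, cut at about 13% in these data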;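 note: signal is the Cy5 over europium emission ratio at 671 and 618 nm; 0% = plate median of compound wells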
TDP2 inh: TDP2 (human) inhibition, absorbance primary screen; AID 720702; inhibition, % at 12.8 µM; recombinant TDP2, T5PNP hydrolysis, p-nitrophenol absorbance 415 nm; 370,000 compounds, 0.34% hits;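 active = inhibition above the mean of all tested compounds plus 3 SD, set per campaign, cut at about 25% in these data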;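 note: 0% = DMSO with enzyme and 100% = buffer with substrate but no TDP2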
Target sequence (O95551 whole entry, looked up): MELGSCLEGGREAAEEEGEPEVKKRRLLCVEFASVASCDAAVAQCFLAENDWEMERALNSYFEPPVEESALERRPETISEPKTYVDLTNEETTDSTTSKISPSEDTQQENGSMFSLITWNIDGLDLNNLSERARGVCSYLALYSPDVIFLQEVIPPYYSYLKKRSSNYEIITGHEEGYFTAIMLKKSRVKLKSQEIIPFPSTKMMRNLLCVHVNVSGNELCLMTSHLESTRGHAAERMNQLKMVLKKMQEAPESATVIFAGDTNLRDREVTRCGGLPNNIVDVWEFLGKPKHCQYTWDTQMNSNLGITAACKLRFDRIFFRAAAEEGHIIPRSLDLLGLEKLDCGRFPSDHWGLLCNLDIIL
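Incubation: 2 h at 37 °C; Test system: recombinant human TDP2; Quantity: enzyme 120 nM; Read-out basis: percent inhibition; Medium: 50 mM Tris-HCl pH 7.5 with Mg2+, KCl, DTT, BSA; Repeats: single replicate; Compound: 12.8 µM single point, 1% DMSO; Signal: epi absorbance; Reagent: 5 mM T5PNP chromogenic substrate; Benchmarks: no-enzyme high, DMSO-plus-enzyme low.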
HTRA1 inh: inhibitors of human serine peptidase HTRA1. Q92743. recombinant HTRA1, FP-rhodamine activity-based probe, fluorescence polarization. inhibition, % at 5.96 µM. 340,000 compounds, 0.5% hits; in the data active = inhibition above about 36%;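 note: 0% = enzyme with DMSO and 100% = wells lacking enzyme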
PG9 binder: PG9 antibody binding by small molecule. TR-FRET gp120-PG9 antibody binding. inhibition, % at 6.7 µM. 360,000 compounds, 0.43% hits. AID 624416; in the data active = inhibition above about 8.5%
* = called active by the depositor; . = no result given; & = joins results of further samples. Only part of the results is shown; the hit share may differ from the screen's.

A first look:
| Compound | PG9 binder | PRMT1 FP inh | mABHD4 FP | SIAE primary | rCAG RNA binder | HTRA1 inh | NR1D1 modulator | TCR-CD3 inh | LEDGF integ inh | TDP2 inh |
| --- | --- | --- | --- | --- | --- | --- | --- | --- | --- | --- |
| CC(C)CC(CO)N1CCN(C(=O)c2cccc(C(F)(F)F)c2)CCC1=O (configuration not stated) | -0.3 | -4 | -3 | 8 | -8 | 6 | -4 | 4 | -1 | -1 |
| CCOC(=O)C1(CCCc2ccccc2)CCN(C(=O)CCc2cnn(C)c2)CC1 | -0.2 | -2 | -4 | -1 | -11 | -6 | 1 | 5 | 0 | 12 |
| COc1ccc(OCC(=O)NNC(=O)C(=O)Nc2ccc(C)cc2)cc1 | -0.9 | -2 | 1 | -4 | 4 | 5 | 1 | 13 | -2 | -6 |
| CCOc1ccccc1NC(=O)N1CCC(NC(=O)C2CCCCC2)CC1 | -0.3 | 2 | 0 | 9 | -3 | 2 | 0 | 1 | -1 | 21 |
| Cc1nnc(OC(C)C)c2nn(-c3ccccc3F)c(C)c12 | 0.2 | -2 | -1 | -3 | -3 | 2 | -2 | 11 | -1 | -3 |
| Cc1ccc(NCc2nnc(SCC(N)=O)n2CC2CCCO2)c(C)c1 (configuration not stated) | -0.1 | 1 | -4 | 4 | -4 | 3 | -6 | 5 | 0 | 7 |
| Cc1ccc(NC(=S)N2CCN(c3nccc(C(F)(F)F)n3)CC2)c(C)c1 | 1.1 | 8 | -10 | -6 | -4 | -1 | 0 | -4 | 3 | -13 |
| CCn1cc(C(=O)NCCc2ccccc2)c(=O)c2cc(S(=O)(=O)N(C)C)ccc21 | 0.6 | -1 | -6 | -3 | 7 | -1 | 4 | 5 | -3 | 6 |

The whole of this part (from the top)
| Compound | PG9 binder | PRMT1 FP inh | mABHD4 FP | SIAE primary | rCAG RNA binder | HTRA1 inh | NR1D1 modulator | TCR-CD3 inh | LEDGF integ inh | TDP2 inh |
| --- | --- | --- | --- | --- | --- | --- | --- | --- | --- | --- |
| CC(C)CC(CO)N1CCN(C(=O)c2cccc(C(F)(F)F)c2)CCC1=O (configuration not stated) | -0.3 | -4 | -3 | 8 | -8 | 6 | -4 | 4 | -1 | -1 |
| CCOC(=O)C1(CCCc2ccccc2)CCN(C(=O)CCc2cnn(C)c2)CC1 | -0.2 | -2 | -4 | -1 | -11 | -6 | 1 | 5 | 0 | 12 |
| COc1ccc(OCC(=O)NNC(=O)C(=O)Nc2ccc(C)cc2)cc1 | -0.9 | -2 | 1 | -4 | 4 | 5 | 1 | 13 | -2 | -6 |
| CCOc1ccccc1NC(=O)N1CCC(NC(=O)C2CCCCC2)CC1 | -0.3 | 2 | 0 | 9 | -3 | 2 | 0 | 1 | -1 | 21 |
| Cc1nnc(OC(C)C)c2nn(-c3ccccc3F)c(C)c12 | 0.2 | -2 | -1 | -3 | -3 | 2 | -2 | 11 | -1 | -3 |
| Cc1ccc(NCc2nnc(SCC(N)=O)n2CC2CCCO2)c(C)c1 (configuration not stated) | -0.1 | 1 | -4 | 4 | -4 | 3 | -6 | 5 | 0 | 7 |
| Cc1ccc(NC(=S)N2CCN(c3nccc(C(F)(F)F)n3)CC2)c(C)c1 | 1.1 | 8 | -10 | -6 | -4 | -1 | 0 | -4 | 3 | -13 |
| CCn1cc(C(=O)NCCc2ccccc2)c(=O)c2cc(S(=O)(=O)N(C)C)ccc21 | 0.6 | -1 | -6 | -3 | 7 | -1 | 4 | 5 | -3 | 6 |
| CC1(Cc2ccccc2OC(F)(F)F)C(=O)Nc2ccc(S(=O)(=O)NC3CCCCC3)cc21 (configuration not stated) | -2.4 | -1 | -20 | -4 | 1 | . | 0 | -6 | 2 | -5 |
| CC(=O)N1CCC(C(=O)Nc2ccc(S(=O)(=O)N3CCCCC3)cc2)CC1 | 0.0 | 0 | 6 | 2 | -1 | 4 | 1 | 3 | 1 | -5 |
| CN1CCN(CCCN2c3ccccc3Sc3ccc(Cl)cc32)CC1 | -2.5 | 4 | 8 | 8 | -1 | 5 | -2&-3 | -2 | -3 | -9 |
| Cc1ccc(S(=O)(=O)NC(=O)c2ccc(Br)o2)c(C)c1 | 0.0 | 4 | -4 | -2 | 8 | 3 | 4 | -1 | -1 | -3 |
| Cc1cc(C(F)(F)F)nn1Cc1n[nH]c(=S)n1-c1cccc(Cl)c1 | 1.1 | 6 | -4 | 3 | 5 | -1 | -2 | -2 | 9 | 2 |
| CCC(=O)NC(=S)Nc1ccccc1C(=O)NC1CCCCC1 | 0.5 | -1 | 2 | -1 | 0 | -2 | 0 | -4 | -2 | 1 |
| CCOc1ccc(NC(=O)CN(C)C(=O)C2COc3ccccc3O2)cc1OCC (configuration not stated) | 0.9 | 6 | 0 | 9 | 5 | -1 | -6 | 1 | 0 | -9 |
| CCCCNC(=O)CC1N=C2c3ccccc3N=C(SCC(=O)Nc3ccc(OC)cc3)N2C1=O (configuration not stated) | -0.8 | 2 | 0 | -6 | 3 | -3 | 3 | 9 | 0 | 0 |
| CN(C)c1cc(Cl)c2nonc2c1N | -3.5 | 11 | 18 | 5 | 0 | 28 | 3 | 2 | 26* | 66* |
| O=C(OCc1ccccc1)N1CCC2CC1c1ccc(/C=C/CCCCl)cc12 (configuration not stated) | -1.3 | 3 | -5 | -1 | 9 | . | -4 | 5 | 0 | 10 |
| COC(=O)c1cccc(NC(=O)CSc2nc(O)c(-c3ccccc3)c(=O)[nH]2)c1 | -0.8 | 4 | -1 | 3 | 5 | 0 | -4 | 10 | -1 | 1 |
| CC(=O)c1c(C)[nH]c(C(=O)OCC(=O)N2CCCC2=O)c1C | -2.5 | 5 | -1 | 3 | 1 | 2 | -1 | -3 | -4 | -11 |
| O=C(CCn1cccc1)Nc1ccc(OC(F)(F)F)cc1 | 0.4 | -3 | -11 | -1 | -1 | 1 | -6 | 6 | 0 | 5 |
| O=S(=O)(NC1c2cccc3cccc(c23)C1N1CCNCC1)c1ccc(Cl)cc1 (configuration not stated) | 0.8 | 3 | 4 | 3 | 4 | -17 | 2 | -3 | -4 | 4 |
| O=C(CC(c1ccco1)C1CCCCC1=O)c1ccccc1 (configuration not stated) | -0.9 | 3 | 5 | 3 | -1 | -15 | 11 | 8 | -1 | -8 |
| CCCCNS(=O)(=O)/C=C/c1cc(C)ccc1CNC(=O)OC(C)(C)C | . | -4 | -10 | 8 | -3 | . | 9 | . | 2 | -2 |
| CN(CC(=O)N1CCN(Cc2ccccc2)CC1)S(=O)(=O)c1ccc(Br)cc1 | -1.0 | -1 | 0 | 0 | -6 | 0 | -1 | 3 | 4 | -1 |
| Cc1oc2c(C)c3oc(=O)c(CCC(=O)N4CCC(C(=O)NCCC(=O)O)(c5ccccc5)CC4)c(C)c3cc2c1C | 0.5 | 5 | 0 | 1 | 35* | -10 | -5 | -1 | -1 | 4 |
| O=C(COC(=O)C1Cc2ccccc2CN1C(=O)c1ccccc1Cl)Nc1ccc(N2CCOCC2)cc1 (configuration not stated) | -0.8 | 0 | -1 | 6 | -1 | -4 | 7 | 12 | -1 | 4 |
| CCOc1cc2c(C)cc(=O)oc2cc1Cl | -2.8 | 3 | 2 | -1 | 0 | -4 | 3 | 1 | 2 | -2 |
| O=C(CCCC(=O)N(CC(=O)NC1CCCC1)Cc1ccccc1)Nc1ccccn1 | -0.1 | -1 | 5 | 6 | -5 | -5 | -1 | 0 | 0 | 9 |
| Oc1ccc2ccccc2c1C=Nc1ccccc1 | 1.1 | 6 | 12 | -1 | -4 | -1 | 0 | -6 | -4 | -6 |
| CCN(CC(=O)Nc1cc(Cl)ccc1C)C(=O)C1CCN(c2ncnc3sc(C)c(C)c23)CC1 | 1.5 | -3 | -9 | -5 | 5 | -25 | 6 | -4 | 0 | 7 |
| CC(C)=NN1C(=O)c2ccccc2NC1(C)C | 0.2 | -3 | 1 | 2 | -1 | 9 | 3 | -2 | -3 | 0 |
| C=CCNC(=S)Nc1ccccc1-c1nnc2n1CCCCC2 | 1.2 | -5 | 0 | 3 | 1 | 1 | 1 | 6 | 2 | -1 |
| O=C(Nc1ccc(Cl)c(C(F)(F)F)c1)C1Cc2c(-c3ccccc3Oc3ccccc3)ccnc2O1 (configuration not stated) | -1.0 | 3 | -12 | -27 | 7 | . | -6 | -5 | -7 | -1 |
| C=CCNC(=S)N1CCN(CCN=CC2=C(O)CC(c3ccc(Cl)cc3)CC2=O)CC1 (configuration not stated) | 0.1 | 2 | -5 | 0 | -1 | -4 | 13 | 4 | 1 | 8 |
| COc1ccccc1N1CCN(C(=O)/C=C/c2ccc3c(c2)OCO3)CC1 | -1.5 | -2 | -1 | -2 | -5 | -3 | -4 | 1 | 1 | -3 |
| COc1ccc2[nH]cc(CCNS(=O)(=O)c3ccc(F)cc3)c2c1 | -0.8 | 3 | 7 | 0 | 0 | -5 | 0 | -4 | 1 | 7 |
| CCN1CCN(c2oc(-c3ccccc3)nc2S(=O)(=O)c2ccc(C)cc2)CC1 | -0.3 | 4 | 5 | 4 | -6 | -14 | 3 | 2 | -6 | -13 |
| Cc1cc(C)n(-c2nc(SCC(=O)Nc3nccs3)c3c4c(sc3n2)COC(C)(C)C4)n1 | -1.6 | 2 | 10 | -9 | 2 | -11 | 16 | -4 | 0 | -1 |
| COc1ccc(-c2nn(-c3ccccc3)cc2C(=O)NC(=S)NNC(=O)c2ccncc2)cc1 | -1.0 | -1 | -2 | 4 | 56* | 7 | 5 | 4 | -2 | 12 |
| Cc1ccc(NC(=O)CSc2ncccn2)cc1F | -0.5 | -3 | 1 | 0 | -2 | 2 | 0 | -5 | 1 | 0 |
| Cc1c(C)n(-c2ccccc2)c2ncnc(NCCN(C)C)c12 | -1.6 | 2 | 0 | -3 | 1 | 4 | -4 | 2 | 1 | -18 |
| O=C(NCc1ccncc1)C(=O)NCC(c1ccco1)N1CCN(c2ccccc2F)CC1 (configuration not stated) | -1.3 | -2 | 2 | 1 | -1 | 2 | -3 | 6 | 0 | -3 |
| O=C(c1ccc(N2CCCC2)c([N+](=O)[O-])c1)N1CCN(c2ccccn2)CC1 | 2.8 | 5 | 3 | 11 | -5 | 5 | -5 | -5 | -3 | 6 |
| CNC[C@H]1Oc2cc(Br)ccc2S(=O)(=O)N([C@@H](C)CO)C[C@H]1C | 0.6 | -3 | -9 | 3 | 1 | . | 3 | -8 | 0 | -8 |
| CN(Cc1ccco1)S(=O)(=O)c1nnc(NC(=O)c2ccc(F)cc2)s1 | -2.8 | 5 | -12 | -6 | 37* | -5 | -9 | 3 | 1 | -5 |
| Cc1ccc(C(C)C)c(Oc2nnnn2-c2ccccc2)c1 | 0.5 | -3 | -6 | 4 | -8 | -16 | -3 | 9 | -4 | -6 |
| O=[N+]([O-])c1cc2ccccc2nc1-c1ccccc1 | 0.3 | -1 | -5 | 1 | 0 | -6 | 0 | 3 | -3 | 11 |

Source: PubChem
